GRP78 ERSR act = ER stress response induction in glioma | actives 0.02% (n = 420,000) | Potency, µM, for the others: top-dose activation, actives largely listed as activators | U87-MG GRP78 promoter luciferase reporter, 16 h; also: potency is read from the fitted curve at half-maximal effect; series mostly up to about 76 µM; % of control where 0% means no effect; nearly all actives have a fitted effect of over 35% in size
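Stably transfected U87-MG glioma cells carrying a GRP78-based luciferase sensor; 16 h compound incubation. Luminescence end-point read 10 min after Bright-Glo addition at room temperature.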
Pol eta inh = blocks human DNA polymerase eta activity. Q9Y253. recombinant Pol eta, fluorescent DNA replication assay. actives 1.2% (n = 390,000). Potency, µM (highest dose often 114 µM), inactives show at the top dose activity change, negative = inhibition, usual class: inhibitors; also: potency is read from the fitted curve at half-maximal effect; % is scaled to controls: 0 for no effect and ±100 for the full control effect
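Fluorescent replication assay: 50 nM final substrate added after a 15 min room-temperature compound preincubation with 10 nM enzyme. Signal taken at 0 min and again at 10 min.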
APE1 inh = APE1 (human) endonuclease inhibition. P27695. actives 0.35% (n = 350,000). Potency, µM (highest dose often 65.8 µM), for inactives: top-dose activity change, negative = inhibition, actives largely listed as inhibitors. recombinant APE1, TAMRA/BHQ-2 abasic DNA cleavage fluorescence;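 also: potency is read from the fitted curve at half-maximal effect; plate controls were vehicle for no effect and reference inhibitor for full effect; nearly all actives have a fitted effect of over 55% in size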
Target sequence (P27695 whole entry, looked up): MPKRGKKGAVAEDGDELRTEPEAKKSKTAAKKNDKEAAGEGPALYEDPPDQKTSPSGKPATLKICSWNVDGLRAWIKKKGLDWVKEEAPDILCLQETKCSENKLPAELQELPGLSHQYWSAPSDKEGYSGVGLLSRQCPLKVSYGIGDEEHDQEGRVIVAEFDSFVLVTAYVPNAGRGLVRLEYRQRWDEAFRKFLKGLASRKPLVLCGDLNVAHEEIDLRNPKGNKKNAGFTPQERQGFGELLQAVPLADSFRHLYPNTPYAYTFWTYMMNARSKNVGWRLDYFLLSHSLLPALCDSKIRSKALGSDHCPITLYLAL
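APE1 at 0.75 nM final was preincubated with compound 15 min at room temperature, then 50 nM double-stranded THF abasic-site substrate (5'-TAMRA/3'-BHQ-2) was added. Fluorescence (ex 525/em 598 nm) was read kinetically; third-minus-first read gave activity.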
LDHA block = LDHA (human) enzyme inhibition | purified LDHA, NADH/diaphorase-resazurin fluorescence; stronger effect = lower value | activity change, % (values are at about 110 or 230 µM) | AID 1347041 | actives 0.15% (n = 480,000) | P00338; in the data active = activity change below about -30%; inconclusive = mostly about -25% to -30%;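 also: plate controls were DMSO wells for no effect and wells without enzyme for full effect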
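Human LDH5 at 2 nM final in Tris HCl pH 7.4 with 0.06 mM NADH and 0.2 mM pyruvate, reacted 5 minutes at room temperature. Remaining NADH coupled via diaphorase/resazurin; resorufin fluorescence read at 0 and 20 minutes, normalized to enzyme-free and DMSO wells.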
Pol kappa inh = DNA polymerase kappa (human) inhibition | purified Pol kappa, fluorescent DNA synthesis assay, 10 min | AID 588579 | Potency, µM (highest dose often 107 µM), for inactives: at the top dose activity, negative = inhibition, actives largely listed as inhibitors | actives 0.53% (n = 400,000); also: potency is read from the fitted curve at half-maximal effect; % is scaled to controls: 0 for no effect and ±100 for the full control effect
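10 nM Pol kappa preincubated 15 min at room temperature with compounds, then reaction started with substrate at 50 nM final. Fluorescence read kinetically at 0 and 10 min; buffer-only wells served as negative control.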
Apoferritin bind = binds horse apoferritin like a general anesthetic | P02791 | apoferritin/1-aminoanthracene competitive binding, fluorescence | Potency, µM (titrated, usually from 77.5 µM), for the others: at the top dose activity change, negative = displacement, actives largely listed as inhibitors | actives 0.074% (n = 350,000) | AID 485281; also: potency is read from the fitted curve at half-maximal effect; % is scaled to controls: 0 for no effect and ±100 for the full control effect; nearly all actives have a fitted effect of over 20% in size
Target sequence (P02791 2-175 limits assumed): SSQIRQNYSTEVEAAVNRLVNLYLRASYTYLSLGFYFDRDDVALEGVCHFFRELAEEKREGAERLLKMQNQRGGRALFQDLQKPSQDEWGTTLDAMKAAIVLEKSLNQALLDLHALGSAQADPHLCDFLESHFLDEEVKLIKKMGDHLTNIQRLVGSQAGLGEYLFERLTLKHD
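In PBS, apoferritin at 10 uM is loaded with 1-AMA from a 50% saturated solution. After 10 min of compound exposure at ambient temperature, reduced 535 nm fluorescence indicates probe displacement.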
Pol iota inh = blocks human DNA polymerase iota activity; Q9UNA4; Pol iota fluorescent replication assay, 10 min; Potency, µM (series often up to 115 µM), without a hit: at the top dose activity, negative = inhibition, most hits filed as inhibitors; actives 1% (n = 390,000); AID 588590; also: potency is read from the fitted curve at half-maximal effect
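Fluorescent replication assay read twice, at 0 min and 10 min after adding 50 nM (final) substrate. Enzyme (10 nM) and compounds were first incubated 15 min at room temperature; enzyme-free buffer wells were negative controls.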
BLM helicase inh = Bloom syndrome helicase (human) inhibition | P54132 | recombinant BLM DNA unwinding, fluorescence dequenching | Potency, µM (titrated, usually from 56.1 µM), for inactives: top-dose activity change, negative = inhibition, actives largely listed as inhibitors | actives 0.2% (n = 350,000);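 also: potency is read from the fitted curve at half-maximal effect; plate controls were vehicle for no effect and no enzyme for full effect; nearly all actives have a fitted effect of over 35% in size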
POLB inh = inhibitors of human DNA polymerase beta. P06746. Pol beta primer extension/strand displacement, fluorescence kinetic. Potency, µM (doses to about 114 µM), for inactives: top-dose activity change, negative = inhibition, most hits filed as inhibitors. actives 1.3% (n = 340,000); also: potency is read from the fitted curve at half-maximal effect; % is scaled to controls: 0 for no effect and ±100 for the full control effect
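Curves were derived by four-parameter Hill fits of normalized qHTS data. The kinetic fluorescent primer-extension read was taken at 0 and 10 min after 50 nM substrate, following a 15 min room-temperature preincubation of 10 nM enzyme with compounds.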
Starred values were filed as active, the others as inactive; [ ] = remark or other dose. Unless noted, calls follow the shape of the dose curve; as a rule, active = well fitted curve in the direction sought with a large enough effect; inconclusive = small, poorly fitted or top-dose-only effect, or another doubt; inactive = no such curve, though single readings can be large; an effect the other way counts as inactive or inconclusive. This is a subset; count on the stated rates, not on these rows.

For Cc1sc(-c2c(C#N)c(N)nc3c2CCCCCC3)cc1[N+](=O)[O-] the results were GRP78 ERSR act -1%, Pol eta inh -3%, LDHA block -11, Pol kappa inh -19% and Pol iota inh 6%.
`O=C(CN1CCCCC1)Nc1nc(-c2ccccc2)cs1` gave GRP78 ERSR act 4%, Pol eta inh -6%, APE1 inh -3%, LDHA block -16, Pol kappa inh -14%, Apoferritin bind -10%, Pol iota inh 24%, BLM helicase inh 2% and POLB inh 0%.
CCOC(=O)Cc1csc(/C(=N/O)C(N)=O)n1 was read as GRP78 ERSR act -1%, Pol eta inh -17%, APE1 inh 1%, LDHA block -11, Pol kappa inh 0%, Apoferritin bind 3%, Pol iota inh -30%, BLM helicase inh 0% and POLB inh 19%.
Screening C=CCn1c(C(CC)CC)nc2ccccc21 returned GRP78 ERSR act -3%, Pol eta inh -5%, APE1 inh 0%, LDHA block -4, Pol kappa inh -6%, Apoferritin bind 6%, Pol iota inh 80%[activator], BLM helicase inh 0% and POLB inh inconclusive.
Screening CCOC(=O)c1ccccc1OCc1cc(/C=N/NC(=O)c2ccncc2)ccc1OC returned GRP78 ERSR act -4%, Pol eta inh 1%, APE1 inh 2%, LDHA block -5, Pol kappa inh -12%, Apoferritin bind -8%, Pol iota inh 109%[activator], BLM helicase inh 0% and POLB inh 17%.
`CCc1ccc(NC(=O)CC2C(=O)N(c3cccc(OC)c3)C(=O)N2CCOC)cc1` (centres undefined) gave GRP78 ERSR act -3%, Pol eta inh -9%, APE1 inh 0%, LDHA block 0, Pol kappa inh 2%, Apoferritin bind -3%, Pol iota inh -7%, BLM helicase inh -1% and POLB inh 0%.
`Cc1cc(=O)c2cc(C(=O)Nc3ccc(C)c(C)c3)ccc2[nH]1` gave GRP78 ERSR act 0%, Pol eta inh -1%, LDHA block -11, Pol kappa inh -1%, Apoferritin bind -5%, Pol iota inh 18%, BLM helicase inh 4% and POLB inh -1%.
COc1ccc(/C=C/C(=O)Nc2cccc(S(=O)(=O)NC3=NCCCCC3)c2)cc1OC was read as GRP78 ERSR act 1%, Pol eta inh -14%, APE1 inh -12%, LDHA block -1, Pol kappa inh -10% and Pol iota inh -28%.
`CN1CCN(CCn2c(=S)[nH]c3ccccc3c2=O)CC1` gave GRP78 ERSR act -5%, Pol eta inh -5%, APE1 inh 4%, LDHA block -5, Pol kappa inh 0%, Apoferritin bind -3%, Pol iota inh 128%[activator], BLM helicase inh 3% and POLB inh 3%.
Screening COc1cc(C2c3c(-c4cc(C)ccc4O)n[nH]c3C(=O)N2CCCO)ccc1OCCC(C)C (centres undefined) returned GRP78 ERSR act 1%, Pol eta inh -23%, LDHA block 7, Pol kappa inh -24%, Apoferritin bind -4%, Pol iota inh 31%[activator], BLM helicase inh -2% and POLB inh 2%.

Brought forward from above: 5 entries, followed by the next part.
`CCc1ccc(NC(=O)CC2C(=O)N(c3cccc(OC)c3)C(=O)N2CCOC)cc1` (centres undefined) gave GRP78 ERSR act -3%, Pol eta inh -9%, APE1 inh 0%, LDHA block 0, Pol kappa inh 2%, Apoferritin bind -3%, Pol iota inh -7%, BLM helicase inh -1% and POLB inh 0%.
`Cc1cc(=O)c2cc(C(=O)Nc3ccc(C)c(C)c3)ccc2[nH]1` gave GRP78 ERSR act 0%, Pol eta inh -1%, LDHA block -11, Pol kappa inh -1%, Apoferritin bind -5%, Pol iota inh 18%, BLM helicase inh 4% and POLB inh -1%.
COc1ccc(/C=C/C(=O)Nc2cccc(S(=O)(=O)NC3=NCCCCC3)c2)cc1OC was read as GRP78 ERSR act 1%, Pol eta inh -14%, APE1 inh -12%, LDHA block -1, Pol kappa inh -10% and Pol iota inh -28%.
`CN1CCN(CCn2c(=S)[nH]c3ccccc3c2=O)CC1` gave GRP78 ERSR act -5%, Pol eta inh -5%, APE1 inh 4%, LDHA block -5, Pol kappa inh 0%, Apoferritin bind -3%, Pol iota inh 128%[activator], BLM helicase inh 3% and POLB inh 3%.
Screening COc1cc(C2c3c(-c4cc(C)ccc4O)n[nH]c3C(=O)N2CCCO)ccc1OCCC(C)C (centres undefined) returned GRP78 ERSR act 1%, Pol eta inh -23%, LDHA block 7, Pol kappa inh -24%, Apoferritin bind -4%, Pol iota inh 31%[activator], BLM helicase inh -2% and POLB inh 2%.
Screening Cc1c(C(=O)NCC2CCCO2)sc2nc(-c3ccc(F)cc3)cn12 (centres undefined) returned GRP78 ERSR act 5%, Pol eta inh -11%, APE1 inh 2%, LDHA block -10, Pol kappa inh -6%, Apoferritin bind 5%, Pol iota inh -11%, BLM helicase inh 1% and POLB inh 32%.
O=C(Nc1nc(-c2cccs2)cs1)c1ccc(S(=O)(=O)N2CCCCC2)cc1 was read as GRP78 ERSR act -3%, Pol eta inh -12%, APE1 inh 3%, LDHA block -6, Pol kappa inh -12%, Apoferritin bind -6%, Pol iota inh 14%, BLM helicase inh 0% and POLB inh -12%.
Screening CCCN(C(=O)CSCc1ccccc1C)c1c(N)n(Cc2ccccc2)c(=O)[nH]c1=O returned GRP78 ERSR act -4%, Pol eta inh -14%, APE1 inh 41%, LDHA block -4, Pol kappa inh -6% and Pol iota inh -7%.
Screening CCOC(=O)C1CCCN(CCSc2ccc(C)cc2)C1 (centres undefined) returned GRP78 ERSR act -7%, Pol eta inh -6%, APE1 inh 42%, LDHA block 0, Pol kappa inh -1%, Apoferritin bind -11%, Pol iota inh 79%[activator], BLM helicase inh -5% and POLB inh 15%.
Screening C/C(=N/NC(=O)COc1cc(C)ccc1C(C)C)C(=O)O returned GRP78 ERSR act -4%, Pol eta inh -12%, APE1 inh -4%, LDHA block 3, Pol kappa inh 4%, Apoferritin bind -11%, Pol iota inh -26%, BLM helicase inh -11% and POLB inh 25%.
For C=CCNC(=O)C(=O)NN=C1CCN(C)CC1 the results were GRP78 ERSR act -3%, Pol eta inh -3%, APE1 inh -1%, LDHA block -9, Pol kappa inh -7%, Apoferritin bind -3%, Pol iota inh 8%, BLM helicase inh -3% and POLB inh 1%.
O=C(NCc1cccnc1)C1c2ccccc2C(=O)N1Cc1ccccc1 (centres undefined) was read as GRP78 ERSR act 0%, Pol eta inh -6%, APE1 inh -2%, LDHA block -6, Pol kappa inh -15%, Apoferritin bind -5%, Pol iota inh 23%, BLM helicase inh 3% and POLB inh 13%.
For COc1ccc(CCNC(=O)CSc2nc(O)c(CCC(C)C)c(=O)[nH]2)cc1OC the results were GRP78 ERSR act -2%, Pol eta inh 3%, APE1 inh 1%, LDHA block -2, Pol kappa inh -2%, Apoferritin bind -6%, Pol iota inh -5%, BLM helicase inh -3% and POLB inh 7%.
Screening COc1ccc(OC)c(NS(=O)(=O)c2ccc(Cl)s2)c1 returned GRP78 ERSR act -2%, Pol eta inh -16%, APE1 inh -2%, LDHA block -2, Pol kappa inh 0%, Apoferritin bind 3%, Pol iota inh 10%, BLM helicase inh -1% and POLB inh 32%.
Screening NC(=O)NC(=O)CC1S/C(=N/N=C2\CSC(=O)N2)NC1=O (centres undefined) returned GRP78 ERSR act -4%, Pol eta inh -9%, APE1 inh -6%, LDHA block 0, Pol kappa inh -22%, Apoferritin bind -5%, Pol iota inh inconclusive, BLM helicase inh -1% and POLB inh -16%.
`CC(C)(C)C#CC(CCc1ccccc1)OS(N)(=O)=O` (centres undefined) gave APE1 inh 53%, Apoferritin bind inconclusive, BLM helicase inh -2% and POLB inh -2%.
`CC1(C)CC[C@]2(C)CC[C@@]3(C)C(=CCC4[C@@]5(C)CCC(O)C(C)(C)C5CC[C@@]43C)C2C1` (some centres undefined) gave GRP78 ERSR act -3%, APE1 inh -1%, Pol kappa inh -6%[60.1 µM], Apoferritin bind -5% and BLM helicase inh 1%.
For O=C(CCOc1ccccc1)NCC(c1ccco1)N1CCCCC1 (centres undefined) the results were GRP78 ERSR act -3%, Pol eta inh -2%, APE1 inh -3%, LDHA block 4, Pol kappa inh -4%, Apoferritin bind -3%, Pol iota inh 13%, BLM helicase inh 1% and POLB inh -19%.
O=C(Nc1ccc(F)cc1F)C(Cc1ccccc1)N1Cc2ccccc2C1=O (centres undefined) was read as GRP78 ERSR act -3%, Pol eta inh -8%, LDHA block -6, Pol kappa inh -7%, Apoferritin bind -8%, Pol iota inh -29%, BLM helicase inh -8% and POLB inh 2%.
Screening Cc1ccc(N(C(=O)c2sc(C)nc2C)C(C(=O)NC(C)(C)C)c2ccncc2)cc1 (centres undefined) returned GRP78 ERSR act -3%, Pol eta inh -2%, APE1 inh 12%, LDHA block -14, Pol kappa inh -10%, Apoferritin bind -7%, Pol iota inh 80%[activator], BLM helicase inh -2% and POLB inh 57%[activator].
Screening O=C(Nc1ccc2c(c1)OCO2)C1CC(c2cccc(Br)c2)=NO1 (centres undefined) returned GRP78 ERSR act -1%, Pol eta inh 0%, APE1 inh -9%, LDHA block -12, Pol kappa inh -3%, Apoferritin bind -23%, Pol iota inh 4%, BLM helicase inh -8% and POLB inh 14%.
O=c1c2ccccc2nc(-c2ccc(Cl)cc2Cl)n1CCCn1ccnc1 was read as GRP78 ERSR act 7%, Pol eta inh -6%, APE1 inh 0%, LDHA block -5, Pol kappa inh -13%, Apoferritin bind -13%, Pol iota inh 5%, BLM helicase inh 1% and POLB inh 4%.
Screening COc1ccc(C)cc1N(CC(=O)NC1CCCC1)C(=O)CCC(=O)Nc1cc(C)on1 returned GRP78 ERSR act -9%, Pol eta inh 11%, APE1 inh -6%, LDHA block -12, Pol kappa inh 3%, Apoferritin bind -14%, Pol iota inh 12%, BLM helicase inh 1% and POLB inh 22%.
`Cc1ccc(N2CCN(S(=O)(=O)N3CCCCC3)CC2)cc1C` gave GRP78 ERSR act -2%, Pol eta inh -7%, APE1 inh 1%, LDHA block -3, Pol kappa inh 2%, Apoferritin bind -8%, Pol iota inh 28%, BLM helicase inh -1% and POLB inh 1%.

Screening data: PubChem, National Center for Advancing Translational Sciences (NCATS)
